# Bioassay records (PubChem)
# CDK5 p35 inh – inhibitors of human CDK5/p35 kinase | 330,000 tested, 0.01% active | inhibition, % at 10 µM | Recombinant CDK5/p35, ADP-Glo luminescence, 60 min;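 active means highest replicate inhibition of at least 50% and at least 75% of replicates reaching 50%; inconclusive means only one of the two criteria met; inactive means both criteria failed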;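 further: plate controls were DMSO neutral control for no effect and GW8510 at 10 µM for full effect; many of its hits are not listed in these tables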
# MITF TRPM1 HTS – MITF TRPM1 promoter activation in melanoma cells | SK-MEL-5 TRPM1-promoter luciferase, 24 h; % of positive control, neutral wells = 0 | activation, % at 12.5 µM | 300,000 tested, 0.75% active | AID 588334;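 active means mean activation of at least 80% with every replicate also reaching 80%; inconclusive means mean reaches 80% but some replicate falls short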;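 further: 0% = neutral control wells and 100% = parthenolide positive control wells; values of inactives mirror those of a sister screen read the other way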
# dFosB act – activators of mouse delta FosB homodimer; P13346; activation, % at 25 µM; 340,000 tested, 0.99% active; purified delta FosB, TAMRA-CDK5 oligo fluorescence polarization; percent of positive-control signal above neutral wells; AID 493131;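 active means mean activation above about 17%, with every replicate also reaching it, limit read from the data, passing the limit was not always enough; inconclusive means only one of the two conditions met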;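 further: fluorescence polarization rise as delta FosB binds a TAMRA Cdk5 AP-1 oligo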
# SR-BI HDL uptake – mouse SR-BI HDL lipid transfer inhibition; Q61009; ldlA[mSR-BI] CHO cells, DiI-HDL uptake fluorescence, 3 h; inhibition, % at 12.5 µM; 320,000 tested, 0.96% active; AID 488896;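 active means mean replicate inhibition of at least 70% and a set share of replicates each scoring 70 or more; inconclusive means meets just one of the two criteria; inactive means fails both criteria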;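 further: 0% = median of neutral control wells and 100% = median of positive control wells; values of inactives mirror those of a sister screen read the other way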
# Target sequence (Q61009 whole entry, looked up): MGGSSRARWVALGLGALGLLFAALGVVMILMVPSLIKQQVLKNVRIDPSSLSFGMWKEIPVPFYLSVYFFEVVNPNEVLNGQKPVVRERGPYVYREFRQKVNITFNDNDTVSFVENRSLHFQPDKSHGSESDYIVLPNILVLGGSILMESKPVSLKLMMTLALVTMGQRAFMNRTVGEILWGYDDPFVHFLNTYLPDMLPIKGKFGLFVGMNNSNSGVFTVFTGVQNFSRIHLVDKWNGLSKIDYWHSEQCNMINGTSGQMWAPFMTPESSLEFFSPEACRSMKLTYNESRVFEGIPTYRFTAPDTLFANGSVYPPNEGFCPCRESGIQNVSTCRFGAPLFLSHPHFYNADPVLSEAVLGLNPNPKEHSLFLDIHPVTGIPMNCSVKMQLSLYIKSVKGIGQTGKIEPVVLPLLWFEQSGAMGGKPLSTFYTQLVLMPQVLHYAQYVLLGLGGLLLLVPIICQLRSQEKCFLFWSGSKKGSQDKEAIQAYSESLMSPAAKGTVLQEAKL
# cardiac RTF act – increases calcium sensitivity of human cardiac regulated thin filaments | IANBD-labeled TnC RTF fluorescence at EC20 calcium; 0% EC20 calcium, 100% full calcium | activation, % at 7.2 µM | 340,000 tested, 0.24% active;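 active means activation above the mean over all tested compounds plus 3 SD, cut at about 30% in these data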;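 further: rise in fluorescence read as greater calcium sensitivity of cardiac thin filaments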
# HTR5A ag – HTR5A agonism, opioid heterodimer counter-screen; P47898; HTR5A agonist assay, luminescence, cell-based; activation, % at 9.3 µM; 340,000 tested, 0.61% active; AID 504692; in the data active means activation mostly above about 9.5%, no sharp cut-off; inactive means mostly below about 7.6%;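 further: 0% = cells with vehicle only and 100% = reference agonist; strong numbers were not always called active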
# PvdQ acylase – P. aeruginosa PvdQ acylase inhibition; purified PvdQ acylase, fluorescence plate reader; inhibition, % at 10 µM; 340,000 tested, 0.063% active; in the data active means inhibition above about 30%, passing the limit was not always enough; inconclusive means no clear call, values can overlap the other calls;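 further: 0% = vehicle neutral wells and 100% = reference inhibitor wells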
# Wnt bcat act – Wnt/beta-catenin pathway activation; Wnt/beta-catenin reporter cell assay, activator, plate reader; activation, % at 9.35 µM; 300,000 tested, 1.2% active; AID 743398; in the data active means activation above about 30%, passing the limit was not always enough; inconclusive means no clear call, values can overlap the other calls;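 further: 0% = neutral control wells and 100% = positive control wells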
# Rtt109 HAT inh – inhibitors of Candida albicans Rtt109/Vps75 histone acetyltransferase | inhibition, % at 34.9 µM | 330,000 tested, 0.16% active | purified Rtt109/Vps75, ThioGlo CoA-SH fluorescence, 4 h;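 active means inhibition of at least 50% in every replicate; inconclusive means best replicate reaches 50% inhibition but some replicates fall short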
# Target sequence (Q5AAJ8 whole entry, looked up): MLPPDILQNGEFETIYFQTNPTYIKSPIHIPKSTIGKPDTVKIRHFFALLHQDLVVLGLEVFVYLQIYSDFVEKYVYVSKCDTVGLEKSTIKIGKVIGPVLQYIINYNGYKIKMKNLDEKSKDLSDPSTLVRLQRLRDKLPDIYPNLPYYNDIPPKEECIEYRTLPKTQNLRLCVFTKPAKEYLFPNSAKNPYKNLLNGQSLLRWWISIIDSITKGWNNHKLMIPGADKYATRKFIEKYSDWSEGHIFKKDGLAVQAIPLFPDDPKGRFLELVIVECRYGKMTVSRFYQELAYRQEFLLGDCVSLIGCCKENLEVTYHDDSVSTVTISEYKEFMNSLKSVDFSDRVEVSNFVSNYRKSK
# SR-BI uptake up – enhances SR-BI lipid uptake from DiI-HDL. CHO ldlA[mSR-BI] cells, DiI-HDL uptake fluorescence, 3 h; 100 = double the neutral-control signal. activation, % at 12.5 µM. 320,000 tested, 0.096% active;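 active means mean replicate activation of at least 60% and every replicate at or above 60%; inconclusive means mean or all-replicate condition met, but not both; inactive means mean below 60% and not all replicates reaching 60%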;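 further: 0% = median plate neutral-control signal and 100% = twice that signal; values of inactives mirror those of a sister screen read the other way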
#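 Material – SR-BI-overexpressing, LDLR-lacking CHO cells · Medium – BSA-supplemented, HEPES-buffered Ham's F12, pH 7.4 · Doses – single concentration · Times – compound with DiI-HDL co-incubation, 3 h at 37 °C · Measured by – bottom-read fluorescence, 550/595 nm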
# An asterisk follows results filed as active; u = inconclusive; x = not tested or not shown; & = joins results of further samples.
SMILES,CDK5 p35 inh,MITF TRPM1 HTS,dFosB act,SR-BI HDL uptake,cardiac RTF act,HTR5A ag,PvdQ acylase,Wnt bcat act,Rtt109 HAT inh,SR-BI uptake up
CCOC(=O)N1CCN(C(=O)c2c(Cl)cnn2C)CC1,-1.7,-2,-1,-3,-2,1,-13,1,-4,3
Cc1oc2c(O)c(O)ccc2c(=O)c1-c1ccccc1,3.3,x,-2,-16,3,9,8&-3,-2,1&-2,16
Cc1cc(C)nc(NC(N)=NCCc2ccccc2)n1,0.5,-65,-10,1,-2,-1,-15,-6,-4,-1
COc1ccc(N2CCc3c(C)nc4c(OC)cc(OC)cc4c32)cc1,1.1,6,38*,17,0,1,-7,0,u,-17
CC(C)Oc1ccc(C(=O)N2CCCc3ccccc32)cc1,-1.4,x,2,u,15,-1,-6,5,8,-71
O=C(NCc1cc2ccccc2[nH]1)C1CCC(=O)N(CCCN2CCCC2=O)C1 (stereo unspecified),x,-22,-8,-7,3,-4,-11,-1,-3,7
O=C(OCC(=O)N1CCCCCC1)c1cccc(Cl)c1,-0.4,59,2,-5,4,15,-11,-3,-8,5
N#Cc1ccc(-c2ccc(OCC3CNC(=O)O3)cc2)cc1 (stereo unspecified),-2.4,12,-8,21,3,-1,-17,2,-4,-21
CCOC(=O)C(=CN(CCc1ccccc1)CC(=O)OC)C(=O)OCC,0.3,-3,-8,-10,0,8,-8,1,0,10
CCN1CCN(CCOc2cccc(Oc3ccccc3)c2)CC1,1.3,4,-7,-16,-1,-5,-6,-3,2,16
Cc1nc(CC(=O)NNS(=O)(=O)c2ccc3ccccc3c2)cs1,-2.1,0,-2,12,3,2,-21,-2,-3,-12
CC(=O)NCCC(=O)Nc1cc(S(=O)(=O)N2CCCCC2)ccc1N1CCN(C)CC1,1.2,-2,-3,-6,-5,0,5,-2,14,6
CC12CCCCC1(O)[N+](=O)C1=C(CCCC1)N2[O-] (stereo unspecified),1.0,7,-1,-35,6,3,-21,-2,4,35
O=C(COC(=O)c1nn(-c2ccccc2C(F)(F)F)cc1O)c1ccc(OC(F)F)cc1,-0.2,4,9,-1,-7,-3,-11,-2,-6,1
O=C(N/N=C/c1ccc([N+](=O)[O-])s1)C(O)c1ccccc1 (stereo unspecified),0.5,-67,-9,-7,-3,-2,1,-1,x,7
CCc1nnc(NC(=O)CCC(=O)N2CCN(Cc3ccc(Cl)cc3)CC2)s1,-2.9,-2,-8,9,-2,1,2,x,-6,-9
Cc1ccc(OCC(=O)OCC(=O)c2cccc([N+](=O)[O-])c2)cc1C,0.0,-5,1,-11,-4,-5,16,-2,26,11
CCOC(=O)C1=C(C)NC(=O)C1(NC(=O)c1cccnc1)C(F)(F)F (stereo unspecified),0.8,-5,1,-25,-3,1,8,x,35,25
COC(=O)COc1ccc(S(=O)(=O)N2CCOCC2)cc1,0.6,3,8,-16,4,-1,-12,-2,2,16
O=C(COc1ccc(S(=O)(=O)Nc2ccc(Cl)cc2)cc1)N1CCOCC1,-0.1,-5,-8,12,-4,4,-10,-5,1,-12
O=C1c2ccccc2C(=O)N1CC1c2ccccc2CCN1S(=O)(=O)c1ccccc1 (stereo unspecified),1.7,x,2,9,7,3,-12,x,3,-9
CCCCn1c(-c2ccc(OC)cc2)nc2c(=O)n(C)c(=O)[nH]c21,1.2,5,4,x,2,2,-22,3,-3,x
CC(=O)Oc1ccc(/C=C2/Oc3ccccc3C2=O)cc1,0.0,69,-9,6,7,-3,-9,28,1,-6
CC1CCCC=CC2CC(OC(=O)CN(C)C)CC2C(O)C=CC(=O)O1 (stereo unspecified),-0.4,x,0,-22,-2,1,-10,-10,-1,22

# Some of these compounds in order of their number in CDK5 p35 inh, largest number first.
molecule | CDK5 p35 inh
O=C1c2ccccc2C(=O)N1CC1c2ccccc2CCN1S(=O)(=O)c1ccccc1 (stereo unspecified) | 1.7
CCOC(=O)C1=C(C)NC(=O)C1(NC(=O)c1cccnc1)C(F)(F)F (stereo unspecified) | 0.8
CC(=O)Oc1ccc(/C=C2/Oc3ccccc3C2=O)cc1 | 0.0

# (list continues)
SMILES,CDK5 p35 inh,MITF TRPM1 HTS,dFosB act,SR-BI HDL uptake,cardiac RTF act,HTR5A ag,PvdQ acylase,Wnt bcat act,Rtt109 HAT inh,SR-BI uptake up
CCOc1ccc2[nH]c3c(NCCN(CC)CC)ncnc3c2c1,0.2,0,-5,-18,-3,4,-28,3,-1,18
CC(C)c1ccc2[nH]c(O)c(N=NC(=O)c3cccc(S(=O)(=O)Nc4ccccc4Cl)c3)c2c1,0.3,9,-3,10,-4,-2,9,-1,x,-10
O=C(NC12CC3CC(CC(C3)C1)C2)N1CCN(c2nc(-c3ccccc3)cs2)CC1,1.8,-11,0,12,5,10,-13,0,-1,-12
CCn1c(SCC(=O)NCc2ccco2)nnc1-c1cccs1,0.6,-1,-7,6,-2,6,-2,x,-6,-6
CSc1ccc(-c2cc(=O)c3ccccc3o2)cc1,0.6,66,-45,42,2,-3,7,6,x,-42
Nc1nc(N)nc(-c2ccccn2)n1,-1.4,2,10,-9,-1,0,-16,x,-1,9
CCOc1cc(C(=O)Nc2cc(OC)cc(OC)c2)ccc1OCC(=O)N1CCOCC1,-0.2,-4,-4,57,0,4,-23,1,4,-57
CCCCNC(=O)Nc1c(C(=O)OC)[nH]c2ccc(C)cc12,-0.6,-10,1,-23,-1,-2,-3,x,-1,23
CCOc1ccc(S(=O)(=O)Nc2cc(C)ccn2)c2ccccc12,1.0,x,-2,5,2,-3,9,x,-3,-5
COc1cc(C)nc(Oc2ccc(/C=N/O)cc2)n1,-0.6,-3,0,-2,-2,-1,-5,-6,-14,2
O=C1CC(Sc2ccc(Cl)cc2)C(=O)N1c1ccc2c(c1)OCCO2 (stereo unspecified),1.6,x,-4,-30,1,-4,-18,-1,3,30
CC(=O)N/C(=C\c1cccc([N+](=O)[O-])c1)C(=O)NC(C)C,-0.3,-7,7,-4,11,1,11,x,-4,4
Cc1nnc(SCC(=O)c2cc(C)n(-c3ccc4c(c3)OCO4)c2C)s1,-2.0,25,-3,21,-8,0,-1,12,-2,-21
Cc1cccc(NC(=O)Cn2cccc2)c1,0.0,10,-5,-7,1,-1,-17,-3,-22,7
CCOC(=O)C1(CCOc2ccccc2)CCN(Cc2cccn2-c2cccnc2)CC1,-1.6,-5,-15,-19,1,-2,-11,1,-1,19
Cc1ccc(C2NNC(=O)C2NC(=O)c2ccccc2)cc1 (stereo unspecified),0.1,34,-12,-5,-1,3,-11,x,12,5
CCN1CCN(C(=O)Nc2cc(Cl)ccc2OC)CC1,-4.1,-11,3,-15,3,-2,-22,x,4,15
O=C1/C(=C/c2ccccn2)SC(=S)N1c1cccc(O)c1,0.1,38,3,x,6,-3,8,23,12,x
O=C(N/N=C/c1cccs1)c1ccc(-n2cccc2)cc1,0.7,11,5,27,-3,-4,-5,3,2,-27
CC1CCCC(NC(=O)COC(=O)/C=C/c2ccc3c(c2)OCO3)C1C (stereo unspecified),-0.5,8,2,-20,-5,0,4,-1,9,20
CN1CCCN(C(=O)c2cc(-c3ccc(Cl)c(Cl)c3Cl)nc3ccccc23)CC1,-0.2,-3,1,3,1,2,2,-1,-4,-3
Cc1ccc(C(C)C)c(OCC(=O)Nc2ccc(N3CCN(S(C)(=O)=O)CC3)cc2)c1,-1.7,-2,-13,x,-1,1,-15,x,-12,x
O=C(Cc1c(F)cccc1Cl)Nc1nc2ccccc2s1,2.3,61,-10,3,-3,-3,-5,-2,-3,-3
Cc1ccc2c(c1)N(C(=O)CSc1nncn1C)C(C)(C)c1ssc(=S)c1-2,0.9,10,-7,9,4,-6,-7,x,14,-9
COc1ccc2nc(NC(=O)CN(c3ccc(C)cc3)S(=O)(=O)c3c(C)nn(C)c3C)sc2c1,-1.5,-7,4,37,5,-3,-15,x,15,-37
COc1cc(C(C)=O)ccc1OCC(O)CN(CCO)Cc1ccccc1 (stereo unspecified),0.5,-2,0,-3,0,1,-6,-3,-2,3
COc1cc(/C=C2/C(=O)NN(c3ccccc3)C2=O)cc(Br)c1O,-4.8,6,-7,2,5,3,-6,1,-17,-2
COc1ccc(OC)c(NC(=O)NNC(=O)c2cc3occc3[nH]2)c1,-0.4,6,2,10,7,-2,0,-2,-6,-10
COc1ccc(/C=C/C(=O)OCC(=O)N2CC(=O)Nc3ccccc32)cc1S(=O)(=O)N1CCOCC1,-1.5,-4,-13,8,-1,9,-6,-1,x,-8
Cc1c(Cl)cccc1NC(=O)CSc1nnc(C)n1CC1CCCO1 (stereo unspecified),-0.6,-4,-3,-1,-6,-2,14,5,-1,1
c1ccc(CSc2nnc(-c3ccco3)c(-c3ccco3)n2)cc1,0.3,3,-16,12,-1,-1,-8,x,u,-12
COCCNc1nc2nonc2nc1N1CCCC1c1nccs1 (stereo unspecified),-0.2,24,-4,-16,4,2,4,-1,-9,16
N#Cc1ccc(NC(=O)COC(=O)C2=COCCO2)cc1,-0.9,5,-12,-22,1,-4,-7,x,4,22
COc1ccc(C(=O)Nn2c(SCC(=O)NCC3CCCO3)nc3ccccc3c2=O)cc1 (stereo unspecified),1.7,2,-5,-10,0,5,8,-28,-5,10
COc1ccc(OC)c(N/C=C/C(=C(C#N)C#N)N(C)C)c1,0.2,1,-1,28,x,x,-9,-1,12,-28
S=C(Nc1ccccc1)N1CCCCC1,1.2,x,-1,23,6,2,2,x,-3,-23
COc1ccc(CCCC(=O)Nc2cc(C)ccc2OC)cc1,0.5,x,-1,12,-5,1,-6,-2,-2,-12
COc1cc(/C=C/c2ccc3cccc([N+](=O)[O-])c3n2)ccc1OCC#N,-5.2,-20,-1,63,0,3,-8,x,-4,-63
CC1CC(C)CN(C(=O)c2cc(S(=O)(=O)N3CCCCC3)ccc2Cl)C1 (stereo unspecified),1.0,-15,-9,6,5,-2,-16,-4,1,-6
O=C(NCC(=O)N(c1ccccc1)C(C(=O)NC1CCCCC1)c1ccncc1)c1ccco1 (stereo unspecified),1.0,1,-7,-12,0,-4,-10,-5,-1,12
Cc1ccccc1OC(=O)C1C(c2ccccc2)C(C(=O)O)C1c1ccccc1 (stereo unspecified),2.6,-4,3,-17,-1,5,0,-3,-2,17
COc1ccc(CCNc2nc(N3CCCCC3)nc(N3CCCCC3)n2)cc1OC,-3.0,12,-11,4,2,1,-3,x,-4,-4
Cn1cnc([N+](=O)[O-])c1SCC(O)CCl (stereo unspecified),1.5,7,-4,-24,-1,1,5,0,-7,24
O=C1/C(=C\c2ccc(-c3ccccc3[N+](=O)[O-])o2)C(c2ccccc2)=NN1c1ccccc1,-1.2,x,-14,12,6,-3,-15,x,-2,-12
COC(=O)c1cc(NC(=O)c2cc(-c3ccc(OC)cc3)oc2C(F)(F)F)ccc1N1CCOCC1,0.5,x,-15,86*,1,1,-2,-4,10,-86
O=C(Cc1ncc(C(F)(F)F)cc1Cl)NCCc1ccccc1,-1.0,-7,2,-23,-1,2,-1,-2,-2,23
